Compound activity as filed in PubChem BioAssay.
BB579 growth dn – chemicals that inhibit yeast BB579 growth in restrictive medium (lifespan-shortening candidates); S. cerevisiae BB579 growth, OD615, 48 h; 0.51% of 140,000 active; inhibition, % at 10 µM; AID 804;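 active means inhibition above a set limit, 3 SD over the mean compound inhibition, cut at about 44% in these data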; further: inactives centre near -24
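controls = amphotericin B 10 µg/mL, positive | assay system = DeaD yeast strain BB579 | schedule = 48 h compound exposure at 30 °C after 4 h preincubation | detection = OD615 turbidity measurement | medium = restrictive CSMM-D medium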
MRP-1 activ – activators of MRP-1; viability increase, % at 10 µM; 0.61% of 140,000 active; H69AR cells + doxorubicin, viability rescue, CellTiter-Glo;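 active means viability gain under doxorubicin at or above a set limit, the compound median plus 3 SD, cut at about 4.7% in these data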;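 further: MRP-1 overexpressing cells given doxorubicin 25 µM after compound pretreatment; 18-22 h compound pretreatment then 72 h with doxorubicin before readout; 0% = doxorubicin-only wells and 100% = vehicle-treated cells without doxorubicin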
Phagocyt inh – blocks phagocytosis by macrophages. AID 1029. J774A.1 macrophage IgG-bead phagocytosis, imaging. 0.07% of 110,000 active. inhibition, % at 5 µM;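 active means inhibition above the mean of the plate negative controls plus 5 SD, cut at about 13% in these data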;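 further: phagocytic index as fraction of beads internalized from green versus red external bead signal; plate controls were DMSO negative control for no effect and cytochalasin-D positive control for full effect; some results beyond the cut were filed as inactive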
bCat KO growth – beta-catenin-lacking colon tumor cell growth suppression; HCT116 beta-catenin knockout viability, CellTiter-Glo, 60 h; stronger effect = lower value; viability, % at 10 µM; 1.5% of 140,000 active;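 active means viability at or under a set limit, the compound median less 4 SD, cut at about 6% in these data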;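 further: 0% = Hyamine 1622 control at 20 µM and 100% = untreated cell control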
GALR2 blocker – antagonists of human galanin receptor 2 (GALR2); GALR2-expressing cells, antagonist mode; inhibition, % at 4 µM; 0.39% of 140,000 active; in the data active means inhibition above about 27%;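 further: cells stimulated with galanin 1-16 at roughly its EC80; 0% = agonist challenge control and 100% = basal control without agonist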
Target sequence (O43603 whole entry, looked up): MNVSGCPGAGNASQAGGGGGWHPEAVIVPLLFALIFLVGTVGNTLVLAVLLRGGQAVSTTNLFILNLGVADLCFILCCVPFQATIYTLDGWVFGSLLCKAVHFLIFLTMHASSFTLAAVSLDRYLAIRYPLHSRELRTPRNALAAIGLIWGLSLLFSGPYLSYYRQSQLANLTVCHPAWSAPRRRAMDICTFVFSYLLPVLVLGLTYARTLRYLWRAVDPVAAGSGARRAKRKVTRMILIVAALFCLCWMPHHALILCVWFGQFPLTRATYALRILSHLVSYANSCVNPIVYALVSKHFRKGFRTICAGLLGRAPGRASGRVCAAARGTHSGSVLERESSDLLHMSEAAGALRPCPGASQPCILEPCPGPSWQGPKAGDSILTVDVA
NPY-Y2 antag – blocks the human neuropeptide Y Y2 receptor; P49146; NPY-Y2 expressing cells, antagonist mode; inhibition, % at 2.7 µM; 0.99% of 140,000 active; in the data active means inhibition above about 17%;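 further: 0% = vehicle with agonist challenge and 100% = reference antagonist with challenge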
Target sequence (P49146 whole entry, looked up): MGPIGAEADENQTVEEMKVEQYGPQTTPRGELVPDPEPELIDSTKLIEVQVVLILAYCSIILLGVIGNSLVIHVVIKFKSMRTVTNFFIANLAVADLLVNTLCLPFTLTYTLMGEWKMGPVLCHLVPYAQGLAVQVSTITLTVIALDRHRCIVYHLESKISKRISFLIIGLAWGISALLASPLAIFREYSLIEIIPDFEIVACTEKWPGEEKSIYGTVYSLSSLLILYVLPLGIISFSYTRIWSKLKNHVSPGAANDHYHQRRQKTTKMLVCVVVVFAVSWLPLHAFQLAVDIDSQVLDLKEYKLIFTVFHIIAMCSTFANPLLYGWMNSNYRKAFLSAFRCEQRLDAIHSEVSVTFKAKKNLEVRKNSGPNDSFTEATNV
E-sel TNF inh – TNF alpha driven E-selectin expression inhibition | HUVEC TNFa-induced E-selectin immunofluorescence, high content | inhibition, % at 2 µM | 0.71% of 120,000 active;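 active means inhibition above the batch mean plus 3 SD, and confirmed as a hit on visual image review, cut at about 43% in these data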;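 further: 0% = TNF-stimulated DMSO wells and 100% = unstimulated control wells; not every result past the cut was called active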
Measles CPE – protection of cells from measles virus. 1.5% of 140,000 active. Measles virus-infected cells, CPE protection, absorbance. protection (pct of control), % at 4 µM; in the data active means protection mostly above about 24%, no sharp cut-off; inactive means mostly below about 26%; further: some compounds called inactive have numbers as strong as hits
Yeast lifespan up – extends the lifespan of yeast | S. cerevisiae growth with nicotinamide, OD615; deaD strain in restrictive glucose medium | inhibition of the nicotinamide effect, % at 10 µM | 0.68% of 130,000 active | AID 775;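 active means inhibition above a set limit, placed 3 SD over the median of all compounds, cut at about 26% in these data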;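 further: 0% = nicotinamide-treated wells and 100% = cells grown without nicotinamide; some compounds called inactive have numbers as strong as hits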
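Buffer or medium: CSMM-D glucose medium, restrictive; test system: modified budding yeast, DeaD strain; compound: single dose 10 µM compound, 0.25% DMSO; schedule: culture preincubation 4 h, compound exposure 48 h, both 30 °C; detection: optical density (absorbance) at 615 nm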
PTEN del growth – growth suppressors of cells with PTEN tumor suppressor deletion; AID 827; HCT116 PTEN-null viability, CellTiter-Glo, 60 h; stronger effect = lower value; 1.2% of 140,000 active; viability, % at 10 µM;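 active means viability at or below a set limit, 4 SD under the median of all tested compounds, cut at about 3.7% in these data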;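 further: PTEN knockout HCT116 line with beta catenin targeted HCT116 as companion control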
* hit, by the source's call; nt = not tested or not shown. An unsorted share of the library. About 6.1% of those tested had a hit in this group.

SMILES | BB579 growth dn | MRP-1 activ | Phagocyt inh | bCat KO growth | GALR2 blocker | NPY-Y2 antag | E-sel TNF inh | Measles CPE | Yeast lifespan up | PTEN del growth
Cc1ccc2c(CSc3nnc(C4CC4)n3N)cc(=O)oc2c1C | -31 | -3.0 | -1 | 121 | -4 | 1 | nt | 32 | -7 | 101
O=C(O)CCN1C(=O)CC(N2C(=O)/C(=C/c3ccc(Cl)cc3)SC2=S)C1=O (centres undefined) | -22 | 8.0* | -9 | 103 | 5 | 0 | nt | 3 | 19 | 109
CCC(=O)N1N=C(c2c(-c3ccccc3)c3cc(Cl)ccc3[nH]c2=O)CC1c1ccco1 (centres undefined) | -32 | -5.3 | 0 | 58 | -12 | 4 | 5 | 17 | 3 | 46
CC(=O)c1c(C)nc(-c2ccc3c(c2)OCO3)n1O | -40 | -0.7 | -1 | 92 | 1 | -2 | -5 | 6 | -6 | 93
COCC(=O)Nc1ccc(C(N)=O)cc1 | -12 | -1.7 | -1 | 90 | -2 | -1 | nt | 17 | -13 | 105
CC1=CC(C)(C)NC(=S)N1c1cccc2ccccc12 | -32 | 2.1 | nt | 91 | 6 | 6 | -20 | 7 | nt | 101
Cc1nc(CSc2ccc(Cl)cc2)cc(N2CCOCC2)n1 | -44 | 0.3 | -1 | 104 | 8 | 5 | -33 | 48 | -13 | 90
COc1ccc(-c2nn(-c3ccccc3)cc2/C=N/N2C(=O)CSC2=S)cc1 | -33 | 3.3 | nt | 100 | 8 | 0 | 8 | 0 | -5 | 91
COC(=O)c1[nH]c(C)c(/C(O)=C2\C(=O)C(=O)N(CCN3CCOCC3)C2c2cccnc2)c1C (centres undefined) | -41 | -0.5 | nt | 108 | 2 | 3 | -8 | 3 | -7 | 103
COc1ccc(N(C(=O)Cn2cnc3ccccc32)C(C(=O)NC2CCCCC2)c2ccccc2)cc1 (centres undefined) | -72 | 13* | 0 | 75 | -3 | 3 | -6 | 3 | -16 | 75
O=C(NCc1cccnc1)c1cc(Cl)ccc1[N+](=O)[O-] | 2 | -1.8 | -3 | 102 | 9 | 2 | -12 | 17 | -4 | 95
COCCN1CCN(c2c3c(nc4cc(-c5cccc(F)c5)nn24)CCC3)CC1 | -11 | 0.4 | nt | 92 | -5 | -2 | nt | 11 | nt | 87
CCOC(=O)c1cc(-c2ccccc2)n(CC(=O)Nc2ccc(OC)c(OC)c2)c1C | -20 | -3.9 | nt | 89 | 2 | 4 | -14 | 6 | 4 | 80
CCS(=O)(=O)N1CCN(C(C)CCc2ccccc2)CC1 (centres undefined) | -18 | -1.5 | nt | 94 | 9 | 4 | -15 | 10 | -10 | 84
CCCc1nc(SCc2ccccn2)c2c(=O)n(C)c(=O)n(C)c2n1 | -13 | 1.9 | 0 | 83 | -10 | 5 | nt | 22 | -5 | 84
COc1ccc(Cl)cc1NC(=O)NC(C)c1ccncc1 (centres undefined) | 2 | -4.2 | -2 | 80 | -25 | 4 | nt | 6 | -2 | 72
NC(=O)CC(NC(=S)NCc1ccccc1)C(=O)O (centres undefined) | -37 | 0.0 | -2 | 91 | -10 | 0 | nt | 9 | -6 | 106
COc1ccc(CSCC(=O)N/N=C/c2ccccc2OCc2ccccc2)cc1 | -15 | -1.9 | -3 | 97 | 0 | 10 | -3 | 60 | 4 | 99
CN1CCN(CCOC2Cc3ccccc3Sc3ccc(Cl)cc32)CC1 (centres undefined) | -31 | -5.2 | 2 | 29 | -1 | 10 | -6 | 9 | -3 | 33
COc1ccc(OC)c(C(=O)c2coc3ccc(O)cc23)c1 | -49 | -1.7 | -1 | 98 | 19 | 2 | -12 | 3 | -5 | 106

A draw from above in order of molecular weight, smallest number first:
SMILES | BB579 growth dn | MRP-1 activ | Phagocyt inh | bCat KO growth | GALR2 blocker | NPY-Y2 antag | E-sel TNF inh | Measles CPE | Yeast lifespan up | PTEN del growth
COCC(=O)Nc1ccc(C(N)=O)cc1 | -12 | -1.7 | -1 | 90 | -2 | -1 | nt | 17 | -13 | 105
CC(=O)c1c(C)nc(-c2ccc3c(c2)OCO3)n1O | -40 | -0.7 | -1 | 92 | 1 | -2 | -5 | 6 | -6 | 93
NC(=O)CC(NC(=S)NCc1ccccc1)C(=O)O (centres undefined) | -37 | 0.0 | -2 | 91 | -10 | 0 | nt | 9 | -6 | 106
COc1ccc(OC)c(C(=O)c2coc3ccc(O)cc23)c1 | -49 | -1.7 | -1 | 98 | 19 | 2 | -12 | 3 | -5 | 106
COc1ccc(Cl)cc1NC(=O)NC(C)c1ccncc1 (centres undefined) | 2 | -4.2 | -2 | 80 | -25 | 4 | nt | 6 | -2 | 72
Cc1ccc2c(CSc3nnc(C4CC4)n3N)cc(=O)oc2c1C | -31 | -3.0 | -1 | 121 | -4 | 1 | nt | 32 | -7 | 101
CN1CCN(CCOC2Cc3ccccc3Sc3ccc(Cl)cc32)CC1 (centres undefined) | -31 | -5.2 | 2 | 29 | -1 | 10 | -6 | 9 | -3 | 33
COCCN1CCN(c2c3c(nc4cc(-c5cccc(F)c5)nn24)CCC3)CC1 | -11 | 0.4 | nt | 92 | -5 | -2 | nt | 11 | nt | 87
COc1ccc(-c2nn(-c3ccccc3)cc2/C=N/N2C(=O)CSC2=S)cc1 | -33 | 3.3 | nt | 100 | 8 | 0 | 8 | 0 | -5 | 91
CCOC(=O)c1cc(-c2ccccc2)n(CC(=O)Nc2ccc(OC)c(OC)c2)c1C | -20 | -3.9 | nt | 89 | 2 | 4 | -14 | 6 | 4 | 80
O=C(O)CCN1C(=O)CC(N2C(=O)/C(=C/c3ccc(Cl)cc3)SC2=S)C1=O (centres undefined) | -22 | 8.0* | -9 | 103 | 5 | 0 | nt | 3 | 19 | 109
CCC(=O)N1N=C(c2c(-c3ccccc3)c3cc(Cl)ccc3[nH]c2=O)CC1c1ccco1 (centres undefined) | -32 | -5.3 | 0 | 58 | -12 | 4 | 5 | 17 | 3 | 46
COC(=O)c1[nH]c(C)c(/C(O)=C2\C(=O)C(=O)N(CCN3CCOCC3)C2c2cccnc2)c1C (centres undefined) | -41 | -0.5 | nt | 108 | 2 | 3 | -8 | 3 | -7 | 103
COc1ccc(N(C(=O)Cn2cnc3ccccc32)C(C(=O)NC2CCCCC2)c2ccccc2)cc1 (centres undefined) | -72 | 13* | 0 | 75 | -3 | 3 | -6 | 3 | -16 | 75

Further compounds
SMILES | BB579 growth dn | MRP-1 activ | Phagocyt inh | bCat KO growth | GALR2 blocker | NPY-Y2 antag | E-sel TNF inh | Measles CPE | Yeast lifespan up | PTEN del growth
CCOc1ccccc1Oc1coc2cc(OC(=O)c3ccco3)ccc2c1=O | -39 | -1.2 | 0 | 95 | 5 | -3 | -10 | 4 | 3 | 101
Cc1ncsc1C(=O)N1N=C2/C(=C/c3ccc(N4CCOCC4)cc3)CCCC2C1c1ccc(N2CCOCC2)cc1 (centres undefined) | -84 | -2.3 | 0 | 87 | -10 | -1 | -15 | nt | -2 | 83
CCCNS(=O)(=O)c1ccc(OCC(=O)Nc2ccccc2F)cc1 | -8 | -1.2 | nt | 97 | 10 | 1 | 10 | 14 | -9 | 95
COc1cccc(/C=C(\C#N)C(=O)NC2CCS(=O)(=O)C2)c1 (centres undefined) | 10 | 1.0 | -9 | 94 | 10 | 0 | 2 | 11 | 3 | 100
Oc1ccccc1N1CCN(c2ncccn2)CC1 | -32 | -0.9 | -3 | 100 | 7 | 0 | -44 | 21 | 0 | 94
CCCOC(=O)CCCC[C@H]1SC[C@@H](NC(=O)OC)[C@H]1NC(=O)OC | -12 | -3.3 | nt | 86 | 6 | -3 | -18 | 17 | nt | 87
COc1cc2c(C(=O)N3CCN(c4ccccc4)CC3)c(C)oc2cc1Br | -11 | -5.0 | -1 | 64 | -1 | 5 | nt | 5 | -7 | 65
COc1ccc(CN2C(=O)[C@@H]3C(c4ccccc4Cl)=NO[C@@H]3C2=O)cc1 | -4 | -0.3 | 0 | 88 | -8 | 0 | -16 | 5 | -15 | 105
O=C(Nc1cccc(-c2cnc3ccccc3n2)c1)c1ccc(Cl)cc1 | -45 | 0.1 | -2 | 100 | -11 | -1 | -21 | 4 | -15 | 83
COc1ccc(NC(=O)COC(=O)c2ccc(OCc3c(C)noc3C)cc2)cc1OC | -7 | -3.9 | nt | 79 | -2 | -2 | 13 | 6 | -19 | 88
O=C(NC1CCCCC1)N(CCN1CCCC1)Cc1cc2cc3c(cc2[nH]c1=O)OCCO3 | -41 | -4.6 | -1 | 84 | 6 | 3 | -16 | 3 | -17 | 83
C=C(C)CNC(=S)N1CCNC(=O)C1CC(=O)OC (centres undefined) | 14 | 0.8 | nt | 97 | 16 | 1 | nt | 14 | -2 | 101
CCC(C)NS(=O)(=O)c1ccc(OCC(=O)NCC2CCCO2)cc1 (centres undefined) | -7 | -1.6 | nt | 90 | 6 | 2 | 1 | 2 | -3 | 100
O=C(/C=C/Nc1cccc(C(F)(F)F)c1)C(F)(F)F | -41 | 0.8 | 2 | 101 | -7 | 1 | 19 | 9 | -25 | 105
Cc1ccc(Cn2cnc3ccccc32)cc1 | -3 | 0.1 | 0 | 74 | 8 | 0 | 11 | 10 | -6 | 76
CCC(C)C(=O)Nc1ccc(OC)cc1[N+](=O)[O-] (centres undefined) | -33 | -0.3 | -9 | 98 | -8 | 3 | -1 | 6 | 3 | 102
O=C(NCCCN1CCCC1=O)c1nnc(Cc2c(F)cccc2Cl)o1 | -42 | -1.0 | -2 | 90 | -3 | 2 | 25 | 6 | -14 | 91
Cc1ccc2c(c1)c(N=NC(N)=S)c(O)n2Cc1ccccc1 | -23 | -5.4 | -5 | 68 | -6 | 4 | 0 | 5 | -1 | 85
Cc1cc(C)n(-c2nc(C)nc(N)n2)n1 | -18 | -0.5 | -1 | 98 | -17 | 20* | 7 | 3 | -2 | 99
COc1ccc(O[C@H]2C=C[C@@H](c3ccccc3)O[C@@H]2COC(=O)CC/C(C)=N/O[C@@H](C)c2cn([C@H](CO)Cc3ccccc3)nn2)cc1 | -60 | -3.6 | nt | 28 | -46 | 3 | nt | 12 | 3 | 31
CC1CN(c2nc3ccccc3nc2C(C#N)C(=O)OC2CCCCC2)CC(C)O1 (centres undefined) | -6 | 1.5 | 4 | 88 | 4 | 3 | -8 | 1 | 1 | 81
COc1ccc(NC(=O)CN2CCN(S(=O)(=O)c3ccc(Cl)cc3)CC2)cc1Cl | -31 | -0.6 | 0 | 88 | 2 | -1 | 10 | 3 | -4 | 91
O=S(=O)(Nc1ccc(F)cc1)c1ccc(NC(=S)Nc2ccccc2)cc1 | -40 | -1.6 | -5 | 91 | 7 | 2 | -1 | 16 | -8 | 85
Cn1cc(C(=O)c2ccc(Cl)cc2Cl)cc1C(=O)N/N=C(\N)COc1ccc(Cl)cc1Cl | -18 | -4.7 | nt | 14 | -4 | -3 | 14 | 5 | -2 | 18
